L3MBTL1 block – blocks human L3MBTL1; Q9Y468; AlphaScreen L3MBTL1–H3K9me1 peptide binding; Potency, µM (top dose mostly 57.1 µM), inactives show top-dose activity, negative = inhibition, usual class: inhibitors; actives 0.66% (n = 230,000); AID 485360; note: % is set by controls: 0 for no effect and ±100 for the full control effect; nearly all actives have a fitted effect of over 60% in size
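First, the protein-peptide complex forms for 30 min at room temperature (L3MBTL1 50 nM, biotinylated H3K9me1 peptide 75 nM). Next, compounds are pin-transferred and incubated 30 min. Finally, AlphaScreen beads are added and read after 30 min.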
Tau FP inhib – blocks human tau fibril formation measured by polarization; P10636; K18 P301L tau heparin fibrillization, Alexa594 FP, 6 h; Potency, µM (top dose mostly 57.7 µM), without a hit: at the top dose activity, negative = inhibition, hits mostly inhibitors; actives 0.39% (n = 280,000); AID 1468; note: % is set by controls: 0 for no effect and ±100 for the full control effect; nearly all actives have a fitted effect of over 55% in size
Target sequence (P10636 561-689 P618L limits assumed): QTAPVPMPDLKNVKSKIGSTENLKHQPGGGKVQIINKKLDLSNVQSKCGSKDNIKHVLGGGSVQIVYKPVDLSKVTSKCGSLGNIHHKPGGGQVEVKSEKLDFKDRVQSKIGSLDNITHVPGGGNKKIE
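Recombinant K18 P301L […], labeled with Alexa 594 at 0.24 uM over 15 uM unlabeled; heparin inducer 20 uM final; 37 C, 6 hr; FP endpoint.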
RECQ1 helicase – inhibitors of human RECQ1 DNA helicase; actives 0.54% (n = 240,000); RECQ1 DNA unwinding, red fluorescence kinetic read; P46063; Potency, µM (highest dose often 57.3 µM), for the others: at the highest dose activity, negative = inhibition, actives largely listed as inhibitors; AID 2549;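 note: plate controls were vehicle for no effect and no enzyme for full effect; nearly all actives have a fitted effect of over 30% in size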
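RECQ1T1 50 nM; forked duplex (20 bp + 30-nt ss tails) 200 nM, ATP 2 mM final; pH 8.0, 2 mM MgCl2, 2.5 ug/ml poly(dI-dC); 15 min compound preincubation; discontinuous kinetic read over 2 h at RT.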
Tau ThT inhib – blocks human tau fibril formation measured by thioflavin T | recombinant tau K18 P301L, heparin-induced fibrillization, ThT fluorescence | P10636 | actives 2.1% (n = 270,000) | AID 1460 | Potency, µM (titrated, usually from 57.4 µM), for the others: at the top dose activity, negative = inhibition, hits mostly inhibitors; note: % is set by controls: 0 for no effect and ±100 for the full control effect; nearly all actives have a fitted effect of over 55% in size
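Recombinant human tau K18 fragment […] carrying P301L, 15 uM unlabeled plus 0.24 uM Alexa 594-labeled, was fibrillized with 20 uM heparin in 100 mM sodium acetate pH 7 for 6 hr at 37 C; 30 uM ThT fluorescence read after 1 hr.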
TexasRed fluor – counter-screen for TRb-SRC2 inhibitors: fluorescence interference; TRb/SRC2 Texas Red total fluorescence interference; Potency, µM (doses to about 106 µM), without a hit: at the highest dose fluorescence change, negative = quenching; actives 0.29% (n = 280,000); active = well fitted curve in either direction with a large enough effect; inconclusive = small, poorly fitted or top-dose-only effect; note: % is set by controls: 0 for no effect and ±100 for the full control effect
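Flags fluorescent or light-absorbing compounds by total fluorescence, S + 2P, at 555 nm excitation and 632 nm emission. Mixture: 20 nM Texas Red SRC2 peptide, 0.6 uM human TRb LBD, 1 uM T3, 5% DMSO; compound exposure 5 h at ambient temperature.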
HTT cytoprotect – protects HTT-Q103 PC12 cells, measured by ATP. Potency, µM (doses to about 56.4 µM), for inactives: cytoprotection (ATP increase), hits mostly activators. actives 0.14% (n = 230,000). PC12 HTT-Q103 induced, cytoprotection, ATP luminescence, 40 h. AID 1471;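 note: % of control where 0% means no effect; nearly all actives have a fitted effect of over 45% in size; toxic huntingtin expression switched on by the ecdysone agonist tebufenozide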
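Stable PC12 Q103-GFP cells in serum-supplemented, phenol red-free DMEM; induction by tebufenozide at 100 nM final; compound dose series; cell viability quantified luminescently from ATP.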
TRb-SRC2 inh – inhibitors of human thyroid hormone receptor beta-SRC2 interaction. P10828. TRbeta-SRC2 peptide binding, fluorescence polarization; receptor liganded with 1 µM T3. Potency, µM (titrated, usually from 106 µM), inactives show at the highest dose activity change, negative = inhibition, hits mostly inhibitors. actives 0.065% (n = 280,000). AID 1469;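 note: plate controls were bound peptide for no effect and peptide without receptor for full effect; nearly all actives have a fitted effect of over 50% in size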
Target sequence (P10828 whole entry, looked up): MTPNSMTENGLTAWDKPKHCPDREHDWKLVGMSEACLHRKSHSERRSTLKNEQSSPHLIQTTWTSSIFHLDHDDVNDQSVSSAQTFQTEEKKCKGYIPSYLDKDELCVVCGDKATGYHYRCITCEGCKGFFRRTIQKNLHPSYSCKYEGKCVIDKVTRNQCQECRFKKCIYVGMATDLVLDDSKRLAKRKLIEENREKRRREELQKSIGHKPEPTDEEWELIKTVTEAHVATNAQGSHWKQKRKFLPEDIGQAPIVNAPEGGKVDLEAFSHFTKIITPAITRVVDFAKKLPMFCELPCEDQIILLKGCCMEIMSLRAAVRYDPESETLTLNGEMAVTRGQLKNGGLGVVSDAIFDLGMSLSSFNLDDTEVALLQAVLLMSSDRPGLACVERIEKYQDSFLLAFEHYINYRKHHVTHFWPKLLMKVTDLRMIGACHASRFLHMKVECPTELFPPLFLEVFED
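Binding of a 20-amino-acid Texas Red SRC2 peptide (20 nM) to TRb ligand-binding domain (0.6 uM) with agonist T3 at 1 uM was followed by fluorescence polarization after a 5 hr room-temperature incubation.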
Tau fluor counter – counter-screen for tau fibril formation inhibitors. tau K18 P301L (four-repeat tau fragment) Alexa594 fluorescence, heparin fibrillization. Potency, µM (doses to about 57.7 µM), inactives show at the highest dose activity change, negative = decrease. actives 0.93% (n = 280,000). AID 1463; note: % is set by controls: 0 for no effect and ±100 for the full control effect; nearly all actives have a fitted effect of over 55% in size
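Human K18 P301L tau (15 uM unlabeled plus 0.24 uM Alexa 594-labeled, final) in 100 mM sodium acetate pH 7 was mixed with compound and 20 uM heparin and incubated 6 hr at 37 C.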
Starred values were filed as active, the others as inactive; i = inactive; ? = inconclusive; nt = not tested or not shown; [ ] = dose if it differs, or a comment. Unless noted, calls come from the whole dose curve; as a rule, active = well fitted curve in the direction sought with a large enough effect; inconclusive = small, poorly fitted or top-dose-only effect, or another doubt; inactive = no such curve, though single readings can be large; an effect the other way counts as inactive or inconclusive. Potency is the fitted concentration of half-maximal effect.

SMILES	L3MBTL1 block	Tau FP inhib	RECQ1 helicase	Tau ThT inhib	TexasRed fluor	HTT cytoprotect	TRb-SRC2 inh	Tau fluor counter
O=C(CCn1c(=O)sc2ccccc21)NCCCn1ccnc1	-16%	9%	-5%	1%	-1%	5%[10 µM]	-14%	6%
Cc1cnc(C(=O)Nc2cccc(-c3nnc4n3CCCCC4)c2)cn1	0%	6%	-14%	0%	2%	-12%[10 µM]	-3%	3%
O=C1C2CC=CCC2C(=O)N1c1ccc(NCCc2ccc(Cl)cc2)c([N+](=O)[O-])c1 (centres undefined)	-23%	-3%	-1%	?	0%	-18%[10 µM]	-1%	-24%
COc1ccccc1OCC(=O)Nc1ccc(S(=O)(=O)N2CCN(C)CC2)cc1	1%	0%	0%	2%	-1%	-18%[10 µM]	6%	-4%
CC(C)NC(=S)Nc1ccc(S(=O)(=O)Nc2ncccn2)cc1	3%	1%	-1%	3%	0%	-4%[0.074 µM]	4%	5%
CCOc1ccc(OCCOCCNCCOC)cc1	6%	5%	?	5%	0%	13%[10 µM]	-4%	11%
Cc1ccc(S(=O)(=O)NNC(=O)CC#N)cc1	nt	-7%	i	-11%	1%	6%[10 µM]	5%	-10%
Cc1cccc(C)c1Nc1c(-c2ccccn2)nc2ccccn12	?	-4%	-11%	?	0%	-113%[inhibitor]	9%	?
CCOC(=O)N1CCN(C(=O)c2cc(-c3ccc(OCC)cc3)nc3ccccc23)CC1	-1%	-3%	-1%	-3%	-5%	-118%[inhibitor]	7%	-7%
Cc1ccc(NC(=S)NCc2ccc3c(c2)OCO3)c(C)c1	-1%	-2%	-5%	-8%	-2%	0%[10 µM]	-4%	-9%
O=C(CCC(NC(=O)OCc1ccccc1)C(=O)OCC(=O)N1CCCCC1)OCC(=O)N1CCCCC1 (centres undefined)	nt	1%	-6%	-9%	0%	16%	-2%	-10%
CCc1cc2c(NCC3CCCO3)nc(C)nc2s1 (centres undefined)	32%[activator]	2%	0%	2%	-2%	23%[10 µM]	-1%	1%
O=C(CCS(=O)(=O)c1ccccc1)Nc1ccc(-c2nc3ccccc3s2)c(O)c1	0%	-15%	7%	-1%	3%	-6%[10 µM]	-6%	-7%
O=C(COC(=O)c1ccc(O)cc1)Nc1ccc(Cl)cc1	-15%	4%	i	-3%	0%	-24%	0%	-11%
CC(=O)Nc1ccc(NC(=O)C2CCN(S(=O)(=O)c3cccc4nonc34)CC2)cc1	4%	-9%	-12%	-1%	-3%	-1%	9%	-11%
Cc1ccc(C)c(Cn2c3ccccc3c3cnn(CC(=O)NC4CCC(C)CC4)c(=O)c32)c1 (centres undefined)	nt	7%	nt	3%	-1%	nt	-4%	-5%
NNC(=O)c1nc(-c2ccccc2)n2c1CCCCC2	nt	-4%	-7%	-12%	-2%	-2%	-10%	-5%
CCOC(=O)c1ccc(NC(=O)CN2c3ccccc3S(=O)(=O)c3ccccc32)cc1	nt	?	nt	-4%	-3%	nt	-8%	?
O=C(COC(=O)c1cnc(Cl)c(Cl)c1)NCc1cccs1	6%	4%	-6%	0%	-8%	-14%	1%	3%
O=C(NCCn1ccc2ccccc21)c1ccc(Cl)cc1	nt	-15%	nt	?	0%	nt	5%	?
O=C(CSc1ncnc2ccccc12)Nc1cccc(S(=O)(=O)N2CCOCC2)c1	-13%	-12%	i	-15%	1%	17%	-4%	-22%
COC(=O)CC(NS(=O)(=O)c1cccs1)c1cccc2ccccc12 (centres undefined)	3%	8%	0%	-11%	-10%	-10%[10 µM]	0%	-13%
CN(C)c1ccc(C=NCC2COc3ccccc3O2)cc1 (centres undefined)	-6%	6%	i	-1%	0%	4%[10 µM]	-2%	0%
O=C(Nc1cccnc1)c1ccccc1Oc1ccccc1	nt	-6%	-2%	-8%	3%	-16%	6%	-6%
CCCc1[nH]n(-c2ccc(F)cc2)c(=O)c1C=Nc1cccc(F)c1	14%	4%	-7%	16%	-7%	nt	-1%	0%
CC(C)CCSc1nc(N)c(C#N)cc1C#N	9%	-3%	-8%	-7%	-3%	-28%[10 µM]	-2%	-7%
O=C(Cc1coc2ccc3ccccc3c12)NCc1ccccc1	nt	1%	2%	-22%	-2%	-5%	-1%	-26%
CCOc1cc2[nH]c(=O)n(CCCCC(=O)N3CCN(c4ccccc4)CC3)c(=O)c2cc1OCC	nt	-9%	nt	-6%	0%	nt	-2%	-10%
Cc1cc2c(cc1NS(=O)(=O)c1ccc(NC(=O)CC(C)C)cc1)n(C)c(=O)c(=O)n2C	nt	8%	nt	-5%	-17%	nt	0%	-3%
COc1ccc([N+](=O)[O-])cc1NC(=O)CSc1nncn1-c1ccccc1	-6%	-8%	-13%	-7%	-3%	-10%[10 µM]	3%	-14%
Cc1nnc(NC(=O)c2ccccc2)s1	nt	-6%	nt	3%	0%	nt	-7%	2%
Cc1nc2ccc(NC(=O)N(C)c3ccccc3)cc2s1	2%	4%	-8%	-4%	-1%	nt	5%	-1%
CCCCOC(=O)CSc1n[nH]c(=O)[nH]c1=O	nt	2%	-2%	-12%	-4%	22%	1%	-2%
C=CCOc1ccccc1/C=N/O	1%	-1%	1%	-3%	1%	-23%[0.074 µM]	-5%	-5%
COCCNC(=S)N/N=C(\C)c1ccccc1O	18%	1%	i	-15%	3%	nt	-1%	-5%
COc1ccc(-c2nc(CN(C)C(C)c3ccon3)c(C)o2)c(C)c1C (centres undefined)	-11%	0%	i	-18%	-2%	11%[10 µM]	0%	-10%
O=C(COC(=O)c1ccco1)Nc1nc2ccccc2s1	0%	-12%	-7%	-9%	-3%	-28%	-18%	-10%
CC(=O)N[C@H]1[C@@H](O[C@@H](C)C(=O)O)[C@H](O)[C@H](CO)O[C@@H]1O	nt	nt	4%[25.9 µM]	nt	1%[53 µM]	0%[40.3 µM]	-2%[53 µM]	nt
O=C(Nc1cc(C(F)(F)F)ccc1N1CCOCC1)c1ccccc1F	0%	-13%	-7%	-11%	0%	3%	1%	-22%
CCn1c(/C=N/n2cnnc2)nc2ccccc21	-2%	-8%	-6%	-8%	0%	5%	-2%	-5%
COc1ccc(NC(=O)CCN2CCN(S(=O)(=O)c3ccc(Cl)cc3)CC2)cc1	nt	3%	6%	-13%	2%	5%	1%	-13%
O=c1c(Cc2ccc(Cl)cc2)c(O)ccn1Cc1cccs1	6%	-2%	3%	-4%	2%	-37%	-6%	-11%
O=C(c1cn2ccccc2n1)N1CCc2c([nH]c3ccccc23)C1c1ccccn1 (centres undefined)	-13%	0%	i	-11%	-2%	6%[10 µM]	-3%	-13%
Cc1ccnc2nc(C(=O)N3CCN(c4ccc(F)cc4)CC3)nn12	nt	1%	0%	-9%	-4%	14%	7%	-5%
COc1ccc2cc3cc(C(=O)NCc4ccccc4OC)oc3nc2c1	nt	-13%	nt	-4%	-1%	nt	-8%	-19%
CC(NC(=O)c1cc2ccccc2o1)C(=O)O (centres undefined)	3%	-1%	-9%	1%	-3%	26%	-6%	-1%
Cc1ccc(NC(=O)c2ccccn2)cc1S(=O)(=O)N1CCOCC1	-30%	2%	-1%	-3%	-2%	-27%	-11%	2%
CCN(C(=O)c1ccco1)c1nc(CC(=O)Nc2ccc(Cl)cc2)cs1	-4%	-1%	i	?	1%	-9%[10 µM]	-19%	-25%

Screens: PubChem, National Center for Advancing Translational Sciences (NCATS)

An excerpt (hit frequency here may not be typical).
